# S3 lipid droplet – qHTS Assay for Lipid Storage Modulators in Drosophila S3 Cells. Drosophila S3 cells, BODIPY lipid droplet fluorescence, 18-24 h; cells fed with added oleic acid. Potency in µM for hits, for the others lipid storage change, negative = inhibition, % at the top dose, mostly 46.1 µM. hit rate 0.64% among 320,000. AID 2685; active = well fitted inhibition curve with a large enough effect in the signal ratio, with a control signal flat, not every such curve was filed as active; inconclusive = small, poorly fitted or top-dose-only effect, or effect the other way, or a change in a side signal; the % refers to the signal ratio
#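 Drosophila S3 cells loaded with oleic acid (400 uM, as added) and compounds at several concentrations; lipid droplets imaged by 488-nm laser-scanning cytometry, 500–530 nm intensity and object ratio to cell channel. Percent activity normalized to 20 uM Triacsin C.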
# S3 lipid droplet cell count max – also measured in S3 lipid droplet; calls as there; cell number change, %; measured here: cell count max response;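 cells counted by Cell Tracker Red CMTPX staining in the red channel; peak over a dose series mostly up to 46.1 µM; percent activity relative to internal control wells on each plate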
# The depositor's hits bear a star; i = inactive; ? = inconclusive; / = not tested or not shown. % is scaled to controls: 0 for no effect and ±100 for the full control effect; potency is read from the fitted curve at half-maximal effect. This is a subset, so the mix of outcomes need not match the whole.
# Fields: S3 lipid droplet, S3 lipid droplet cell count max
CC(C)(C)NC(=O)c1ccccc1NC(=O)C1CCCO1 (centres undefined)
  ?, /
Cc1ccc(S(=O)(=O)Nc2c3ccccc3nc(=O)n2-c2ccccc2)cc1
  i, 2
O=C(COc1ccc(Br)cc1CO)N1CCCc2ccccc21
  13%, 6
CCC/C(=N\NC(=O)c1ccc(OC)c(OC)c1)c1ccccc1
  ?, /
CCOC(=O)C1CCN(C(=O)c2cccnc2Cl)CC1
  ?, /
Cc1cc(O)c(/C=N/Nc2cccc(Cl)c2)c(=O)o1
  ?, /
COc1ccc(C(F)(F)F)cc1N/C=C\c1nnnn1-c1ccc(C)cc1
  ?, /
O=C(c1noc2c1CCc1ccccc1-2)N1CCOCC1
  12%, 1
CCn1c(-c2ccc3ncccc3c2)n[nH]c1=S
  -7%, 13
CN(C)S(=O)(=O)N1CCN(c2ccccc2Cl)CC1
  ?, /
COc1cccc(-c2cc(=O)[nH][nH]2)c1
  7%, 7
COc1cccc(NC(=S)NCc2ccc3c(c2)cc(C)n3C)c1
  ?, /
CCOC(=O)C(Cc1ccccc1)C(=O)c1ccco1 (centres undefined)
  13%, 12
Cc1ccc(-c2nnc(-c3ccccc3S(=O)(=O)Cc3ccc(Cl)cc3)o2)cc1
  -22%, -4
COC(=O)c1sccc1NC(=O)c1cccc(OC)c1
  ?, /
COc1ccccc1N(C)S(=O)(=O)c1ccc(C(=O)N(C)Cc2ccc(Cl)s2)cc1
  ?, /
Cc1occc1C(=O)Nc1cccc([N+](=O)[O-])c1C
  -2%, 9
O=C(NCCNC1CCN(Cc2ccccc2)CC1)c1cccs1
  ?, /
Cc1ccc(-n2cc(CN3CCCN(C=O)CC3)c(-c3ccc(F)cc3)n2)cc1
  6%, 6
O=C(N/N=C/c1ccccc1O)c1cc[n+]([O-])cc1
  ?, /

# More results follow.
# Fields: S3 lipid droplet, S3 lipid droplet cell count max
COc1ccc(CCC(=O)N2CCCC(Nc3ccccc3)C2)cc1OC (centres undefined)
  ?, /
CCCC(=O)Nc1nc2ccc(S(N)(=O)=O)cc2s1
  4%, -10
COc1ccc(CC(=O)N/N=C/c2c(C)n(C)c3ccccc23)cc1OC
  ?, /
CCOC(=O)Cc1csc(NC(=O)c2ccc(C)c(S(=O)(=O)N3CCOCC3)c2)n1
  ?, /
COCc1nnc(NC(=O)CCN2C(=O)c3ccccc3C2=O)s1
  21%, 16
O=C(Nc1ccccc1)/C(=C\c1ccco1)NC(=O)c1ccco1
  ?, /
OCc1ccnc(Cl)c1
  0%, -10
O=C(CCSc1ccccc1)NC1CCCCCC1
  ?, /
COC(=O)C1CCN(C(=O)/C(C)=C\c2ccccc2)CC1
  ?, /
COCCCn1c(=O)c2ccccc2n(CC(=O)NC2CCCCC2)c1=O
  ?, /
OCC[C@H]1C[C@H](O)[C@@H](O)[C@]2(CCc3ccccc3O2)O1
  8%, -1
O=C(NCc1ccccc1)c1cc[n+]([O-])cc1
  ?, /
O=C(O)c1ccc(N/N=C/C=C/c2ccccc2)cc1
  ?, /
Cc1cc2oc(=O)cc(Cn3nnc(-c4ccc(Cl)cc4)n3)c2cc1C(C)C
  ?, /
Nc1ccccc1C(=O)NNc1c2ccccc2nc2ccccc12
  -6%, -8
Cn1c(C(=O)c2ccncc2)cc2ccccc21
  ?, /
CC(C)(O)C#Cc1ccc(C(=O)NCc2cccs2)s1
  11%, 14
CN(CC(=O)NCCCN1CCOCC1)S(=O)(=O)c1cc(Cl)ccc1Cl
  ?, /
Cc1cc(C(F)(F)F)nn1CC(=O)NNC(=S)Nc1cccc(Cl)c1
  23%, 9
CCC(c1c(C)n(C)n(-c2ccccc2)c1=O)c1c(C)n(C)n(-c2ccccc2)c1=O
  ?, /

# Following part
# Fields: S3 lipid droplet, S3 lipid droplet cell count max
O=C(c1cc2nc(-c3ccco3)cc(C(F)(F)F)n2n1)N1CCCCCC1
  ?, /
Cc1cc(C)c(OCC(=O)OC(C)C(=O)NCc2ccccc2)c(C)c1 (centres undefined)
  ?, /
O=C(O)COc1ccc2c3c(c(=O)oc2c1)CCC3
  7%, 8
O=C(NC1CCCCCC1)c1ccc(CN2CCOCC2)cc1
  i, 18
CCN(CC)C(=O)COc1ccc2oc(C)c(C(=O)OC)c2c1
  ?, /
COc1ccc(-c2csc3ncnc(N4CCN(S(=O)(=O)c5ccc(C(C)=O)cc5)CC4)c23)cc1
  ?, /
COc1ccc2cc(CN(CCO)C(=O)c3ccc(Br)cc3)c(=O)[nH]c2c1
  ?, /
CCCCCCC1CCC(C(=O)Nn2c(C)nc3ccccc3c2=O)CC1 (centres undefined)
  ?, /
Cc1[nH]n(-c2ccc(Cl)c(Cl)c2)c(=O)c1CCO
  8%, -2
CC1N(C)c2cc(NC(=O)c3ccco3)ccc2C1(C)C (centres undefined)
  ?, /
O=C(C1CCN(c2nnc(-n3cccc3)s2)CC1)N1CCOCC1
  ?, /
CC(C)CC(=O)NC(=S)Nc1ccccc1N1CCCC1
  10%, 9
C=CCNC(=O)c1c(-c2c(F)cccc2Cl)noc1C
  ?, /
C[C@]12C(=O)N(c3ccc(Cl)cc3)C(=O)N1[C@H]1c3ccccc3OC[C@@H]1[C@H]2c1ccccc1
  ?, /
CC(NC(=O)c1cc2cc(Cl)ccc2oc1=N)c1ccccc1 (centres undefined)
  ?, /
CC(C)(C)NC(=O)C(=O)NNC(=O)COc1ccc(Br)cc1
  ?, /
CCn1c(C)c(C)c2cc(C(=O)NCCc3ccco3)ccc21
  ?, /
CN(C)CCn1c2c(c(SCC(=O)Nc3ccc4c(c3)OCCO4)nc1=O)CCCC2
  ?, /
O=C1C(=O)N(CCN2CCOCC2)C(c2ccc(F)cc2)/C1=C(/O)c1ccc(S(=O)(=O)N2CCOCC2)cc1 (centres undefined)
  ?, /
Cc1nn(-c2ccc(N3CCOCC3)nn2)c(C)c1CCC(=O)NCc1ccc(F)cc1
  10%, 3

# Complete entries from above. Values in the order: S3 lipid droplet	S3 lipid droplet cell count max
# Record of CCC/C(=N\NC(=O)c1ccc(OC)c(OC)c1)c1ccccc1 = ?	/
# Record of O=C(NCCNC1CCN(Cc2ccccc2)CC1)c1cccs1 = ?	/
# Record of C=CCNC(=O)c1c(-c2c(F)cccc2Cl)noc1C = ?	/

# Remaining list, next part:
# Fields: S3 lipid droplet, S3 lipid droplet cell count max
Cc1ccc2ccccc2c1COC(=O)c1nonc1N
  ?, /
CC1CCCCN1S(=O)(=O)c1ccc(S(=O)(=O)N2CCN(c3ccccc3)CC2)cc1 (centres undefined)
  -15%, -23
Cc1ccc(C)c(OCCC(=O)NNC(=O)c2ccccc2)c1
  i, /
O=C(Nc1ccc(F)cc1)c1ccccc1NC(=O)C1CC=CCC1C(=O)O (centres undefined)
  ?, /
Cc1cc(C)cc(N(CCC#N)C(=O)CSc2n[nH]c(N)n2)c1
  i, /
O=C(CCCN1C(=O)/C(=C/c2ccccc2)SC1=S)Nc1ccc(O)cc1
  ?, /
CCOc1ccccc1-n1c(SCC(=O)NC)nnc1-c1ccco1
  ?, /
CCNc1nc(SCCOc2ccc(Cl)cc2Cl)nc(N(C)C)n1
  ?, /
CS(=O)(=O)c1nc(S(=O)(=O)c2ccc(Cl)cc2)c(N2CCC(C(N)=O)CC2)s1
  i, -2
C=CCn1c(SCC(=O)NC2CCCCC2)nc2ccccc2c1=O
  ?, /
O=C(CN1C(=O)NC2(CCOc3ccccc32)C1=O)c1ccc(Cl)cc1 (centres undefined)
  ?, /
CC(C)C(=O)Nc1ccc(C(=O)NC2CCSC2=O)cc1 (centres undefined)
  ?, /
Cc1cccc(OCC(=O)NCCNC(=O)c2ccco2)c1
  ?, /
Cc1ccc(C(=O)O)cc1NC(=O)c1cccs1
  -1%, 17
O=c1nc2n(c3cc(Cl)c(S(=O)(=O)N4CCOCC4)cc13)CCCCC2
  12%, -7
CCOC(=O)C1CCN(S(=O)(=O)c2c(C)[nH]c(C)c2C(=O)N2CCCC2)CC1
  i, /
COC(=O)c1c(NC(=O)CN2CCC3(O)CCCCC3C2c2cc(OC)ccc2OC)sc(C)c1C (centres undefined)
  ?, /
O=C(CN1C(=O)c2ccccc2S1(=O)=O)Nc1ccccc1C(=O)NCc1ccco1
  14%, -1
O=C(NNC(=O)c1cccc([N+](=O)[O-])c1)c1ccncc1
  ?, /
CCc1ccc(NC(=O)c2ccc(NC3=NC4CS(=O)(=O)CC4S3)cc2)cc1 (centres undefined)
  -8%, -9

# Remaining list, next part:
# Fields: S3 lipid droplet, S3 lipid droplet cell count max
C=C(C)C1CC=C(C)/C(=N/NC(=O)COc2ccc(Cl)cc2)C1 (centres undefined)
  ?, /
CC(C)(C)n1cnc2cc(NS(=O)(=O)c3ccccc3)ccc21
  ?, /
OC(c1ccccn1)(c1ccccn1)c1ccccn1
  -12%, -11
CN1CCN(C(c2ccc(C(F)(F)F)cc2)c2ccc3cccnc3c2O)CC1 (centres undefined)
  ?, /
CN1C(=O)CSc2ccc(C(=O)O)cc21
  ?, /
O=C(Nc1ccc(C(=O)N2CCN(c3ccccc3)CC2)cc1)C1=CSCCO1
  ?, /
COc1cc(C(=O)N/C(=C/c2ccc(F)cc2)C(=O)NC(C(=O)O)c2ccccc2)cc(OC)c1OC (centres undefined)
  ?, /
CCN1CCN(CC(=O)Nc2ccc(C)c(Br)c2)CC1
  -15%, -8
COC(=O)/C=C/c1c(C)nc(NCc2ccccc2)nc1Cl
  -4%, -5
COc1ccc(Oc2nc(-c3cccnc3)nc3ccccc23)cc1
  ?, /
COc1ccc(CC(=O)Nc2ccc(S(=O)(=O)NCC3CCCO3)cc2)cc1 (centres undefined)
  ?, /
Fc1ccc(Nc2ccnc(C(F)(F)F)c2)cc1
  0%, 8
O=C(COc1ncnc2cc([N+](=O)[O-])ccc12)NCCc1ccc(Cl)cc1
  12%, /
O=C(Nc1cccnc1)C1CCN(S(=O)(=O)c2ccc(Cl)cc2)CC1
  i, -1
Cc1cccc(-n2nnc3c(=O)n(CC(=O)Nc4cc(C)on4)cnc32)c1
  ?, /
Cc1ccc2c(c1)-c1ccccc1S(=O)(=O)N2
  ?, /
CCN(CC)CCCNC(=O)CSc1nc(-c2cccs2)cc(C(F)(F)F)n1
  9%, 11
Cc1ccc(C)c(/C=C2\N=C(c3ccccc3F)OC2=O)c1
  ?, /
NC1=NC2=C(CCCC2)C2(CCCCC2)S1
  ?, /
Cc1ccc(CNC(=O)c2cc3c(=O)n(C)c4ccccc4c3n2C)o1
  ?, /

# Further records:
# Fields: S3 lipid droplet, S3 lipid droplet cell count max
COc1ccccc1CCNC(=O)C1CCC(=O)N(Cc2ccccc2OC)C1 (centres undefined)
  2%, 0
COc1ccc(C(=O)CSc2nnc(-c3ccco3)n2CC2CCCO2)cc1 (centres undefined)
  ?, /
O=C(NC1CCCC1)C1CCCN1C(=O)Oc1ccccc1 (centres undefined)
  -7%, -17
CCOc1cc(N2CCOCC2)c(OCC)cc1NC(=O)CN1C(=O)NC2(CCCCC2C)C1=O (centres undefined)
  ?, /
CCCc1nc2c(c(=O)c3ccccc3n2C)c(=O)n1-c1cc(C)cc(C)c1
  -7%, 17
COc1ccc(Br)cc1CN(C)C(C)C(=O)Nc1cccc(C(C)=O)c1 (centres undefined)
  18%, -22
COc1ccccc1CNC(=O)c1cccc(C)c1[N+](=O)[O-]
  7%, 4
CC(C)c1cccc(C(C)C)c1NC(=O)COC(=O)C1CCC1
  ?, /
CCOC(=O)c1nc(C)sc1-c1ccnn1S(=O)(=O)c1cccc(Cl)c1
  -8%, -3
COC(=O)/C=C1/S/C(=N/N=C/c2ccco2)NC1=O
  -2%, 10
COc1ccc(CCCc2nnc(SCc3nc4ccccc4c(=O)[nH]3)n2C)c(C)c1
  11%, 14
COCCn1c(SCCCc2ccccc2)nc2c1c(=O)[nH]c(=O)n2C
  ?, /
CCOC(=O)C(C)Oc1ccc2c(C)cc(=O)oc2c1C(C)=O (centres undefined)
  ?, /
O=C(COC(=O)/C=C/c1cccs1)Nc1cccc(S(=O)(=O)N2CCOCC2)c1
  ?, /
N=c1c(C(=O)NC2CCCCC2)cc2c(=O)n3ccccc3nc2n1Cc1cccnc1
  ?, /
CCOC(=O)[C@@H]1[C@H]2COc3cc(OC)ccc3[C@@H]2N2C(=O)N(c3ccc(OC)cc3)C(=O)[C@]12C
  6%, -4
NC(=O)C1CCN(C(=O)C23CC4CC(CC(C4)C2)C3)CC1
  -7%, -5
O=C(CSCc1cc(=O)[nH][nH]1)Nc1ccc(F)cc1
  -5%, 2
CC(=O)c1cccc(N(C(=O)c2ccco2)C(C(=O)NC2CCCC2)c2cccs2)c1 (centres undefined)
  i, 9
COc1ccc(C(=O)NCC(=O)n2nc(C)cc2C)cc1OC
  ?, /

# More entries follow.
# Fields: S3 lipid droplet, S3 lipid droplet cell count max
Cc1nc2ccc(NS(=O)(=O)c3c(F)cc(F)cc3Br)cc2s1
  ?, /
C=CCn1c(CC(=O)Nc2ccc(C)cc2C)nnc1SCC(=O)N1CCOCC1
  i, -5
COC(C(=O)Nc1ccc(S(=O)(=O)Nc2ccc(C)c(C)c2)cc1)c1ccccc1 (centres undefined)
  24%, -11
CC1CCN(C(=O)CN(c2cccc(F)c2)S(C)(=O)=O)CC1
  ?, /
NC(=O)C1(N2CCCCC2)CCN(Cc2ccc(Br)cc2)CC1
  0%, 14
CCc1cc2c(cc(C(=O)O)n2C)s1
  ?, /
Cc1ccc(SCc2cc(=O)c3c(=O)n(-c4ccccc4)[nH]c3[nH]2)cc1
  14%, /
CN(C)S(=O)(=O)c1cccc(N=C2NN=C(c3ccccc3)CS2)c1
  16%, -9
Cc1ccc(C)c(NC(=O)CN(C)C(=O)C2CCN(C(=O)Nc3ccccc3)CC2)c1
  ?, /
Fc1cccc(/C=N/Nc2nncc3ccccc23)c1
  12%, 17
